# DDE Tn7 FP inh = inhibitors of Tn7 peptide binding to human fibrin DD(E). P02675. 370,000 compounds, 0.13% hits. inhibition, % at 8.3 µM. FP displacement of FITC-Tn7 peptide from fibrin DD(E); 0% = median of compound wells per plate;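 active = inhibition above the mean of compounds falling within the control limits plus 3 SD of them, cut at about 14% in these data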;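 note: 0% = plate median of compound wells and 100% = 10 µM Aha-Tn7 peptide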
# Target sequence (P02675 whole entry, looked up): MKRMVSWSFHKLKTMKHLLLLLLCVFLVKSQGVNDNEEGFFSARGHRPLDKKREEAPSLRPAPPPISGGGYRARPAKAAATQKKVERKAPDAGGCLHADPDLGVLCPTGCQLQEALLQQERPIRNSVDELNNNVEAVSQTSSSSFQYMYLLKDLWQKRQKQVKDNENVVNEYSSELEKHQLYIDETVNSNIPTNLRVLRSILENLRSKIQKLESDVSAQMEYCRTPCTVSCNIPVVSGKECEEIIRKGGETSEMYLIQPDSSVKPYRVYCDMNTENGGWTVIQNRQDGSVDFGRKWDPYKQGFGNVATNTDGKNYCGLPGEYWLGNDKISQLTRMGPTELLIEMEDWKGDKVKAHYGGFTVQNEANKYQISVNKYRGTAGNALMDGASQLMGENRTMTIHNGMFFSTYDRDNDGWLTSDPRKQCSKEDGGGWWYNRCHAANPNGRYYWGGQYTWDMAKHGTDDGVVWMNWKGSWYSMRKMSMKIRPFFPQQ
#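 Measure: % inhibition scaled between sample-field median and high-control FP; Test system: human fibrin DD(E); Quantity: 2 µM final DD(E) protein; Doses: one dose, 8.3 µM nominal; Schedule: compound with protein 10 min, then 3 h after probe, room temperature; Detection: fluorescence polarization; Medium: Tris buffer with calcium and detergent, pH 7.8.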
# SIAE primary = human SIAE inhibition, primary screen | Q9HAT2 | SIAE FP-Rh probe binding, fluorescence polarization | inhibition, % at 9.66 µM | 370,000 compounds, 0.69% hits | AID 1053197;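 active = inhibition above a cutoff: mean of compounds within the control limits plus 3 SD of those, cut at about 17% in these data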;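 note: 0% = plate median of compound wells and 100% = probe without SIAE protein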
# LEDGF integ inh = blocks HIV-1 LEDGF/p75-dependent DNA integration; TR-FRET IN-LEDGF/p75 DNA integration, Eu/Cy5; inhibition, % at 3.7 µM; 370,000 compounds, 0.64% hits; AID 743269;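 active = inhibition above the screen-wide mean plus 3 SD, cut at about 13% in these data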;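 note: signal is the Cy5 over europium emission ratio at 671 and 618 nm; 0% = plate median of compound wells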
# TDP2 inh = TDP2 (human) inhibition, absorbance primary screen; O95551; recombinant TDP2, T5PNP hydrolysis, p-nitrophenol absorbance 415 nm; inhibition, % at 12.8 µM; 370,000 compounds, 0.34% hits; AID 720702;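 active = inhibition above the mean of all tested compounds plus 3 SD, set per campaign, cut at about 25% in these data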;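 note: 0% = DMSO with enzyme and 100% = buffer with substrate but no TDP2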
#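 Test system: Human TDP2 enzyme | Reagent: 5 mM T5PNP | Compound dosing: 12.8 µM single point, 1% DMSO | Incubation: Enzyme reaction with compound for 2 h at 37 °C | Technique: p-Nitrophenol epi absorbance | Read-out: % inhibition relative to enzyme-containing and enzyme-free wells | Benchmarks: High control without enzyme, low control DMSO plus TDP2 | Replicates: Singlicate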
# HTRA1 inh = blocks human HTRA1 serine peptidase | inhibition, % at 5.96 µM | recombinant HTRA1, FP-rhodamine activity-based probe, fluorescence polarization | 340,000 compounds, 0.5% hits; in the data active = inhibition above about 36%;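 note: 0% = enzyme with DMSO and 100% = wells lacking enzyme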
# TCR CD3 inh = blocks the human TCR-CD3 interaction; TAMRA-labeled TCR probe fluorescence, biochemical; inhibition, % at 9.4 µM; 360,000 compounds, 0.37% hits; AID 651800; in the data active = inhibition above about 19%;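 note: recombinant mutant TCR 2C K166C tagged with TAMRA read by polarization; 0% = receptor in buffer alone and 100% = receptor with positive control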
# PRMT1 FP inh = inhibitors of human PRMT1 | Q99873 | recombinant PRMT1, activity-based probe fluorescence polarization | inhibition, % at 2.79 µM | 370,000 compounds, 1.3% hits;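 active = inhibition above about 21% made by adding two undisclosed values, limit read from the data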
# PG9 Ab binder = binds the HIV-1 gp120 antibody PG9; inhibition, % at 6.7 µM; AID 624416; 360,000 compounds, 0.43% hits; TR-FRET gp120-PG9 antibody binding; in the data active = inhibition above about 8.5%
# mABHD4 FP = ABHD4 (mouse) inhibition, primary FP screen; Q8VD66; purified mABHD4, FP-Rh probe fluorescence polarization; inhibition, % at 8.92 µM; 370,000 compounds, 0.54% hits; AID 720543;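 active = inhibition exceeding the mean over every tested compound plus 3 SD, cut at about 30% in these data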;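 note: 0% = plate median of compound wells and 100% = S159A mutant with DMSO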
# Target sequence (Q8VD66 whole entry, looked up): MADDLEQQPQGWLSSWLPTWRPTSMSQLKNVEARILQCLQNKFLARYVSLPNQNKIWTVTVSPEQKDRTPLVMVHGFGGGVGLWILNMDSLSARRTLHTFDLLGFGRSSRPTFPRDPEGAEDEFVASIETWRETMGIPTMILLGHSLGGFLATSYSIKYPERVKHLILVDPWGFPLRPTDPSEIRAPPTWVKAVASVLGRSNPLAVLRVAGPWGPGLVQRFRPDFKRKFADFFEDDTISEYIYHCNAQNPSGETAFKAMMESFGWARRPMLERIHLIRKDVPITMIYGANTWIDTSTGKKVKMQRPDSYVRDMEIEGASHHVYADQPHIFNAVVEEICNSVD
#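 assay system = mABHD4 protein | compound dosing = single nominal dose of 8.92 µM, 0.89% DMSO final | read-out basis = percent inhibition of probe binding, normalized to plate controls | schedule = Enzyme–compound pre-incubation 45 min, then probe 60 min, both 25 °C | detection = fluorescence polarization, excitation 525 nm, emission 598 nm, BODIPY TMR filters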
# UHRF1 binding = UHRF1 methyl-DNA binding inhibition | Q96T88 | UHRF1 binding to methylated oligo, TR-FRET | inhibition, % at 4.4 µM | 370,000 compounds, 0.75% hits | AID 687016; in the data active = inhibition above about 21%;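 note: UHRF1 SRA domain binding a hemimethylated CpG hairpin DNA probe; 0% = median of test compound wells and 100% = reference inhibitor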
# Numbers without * were called inactive; . = no result given.
SMILES,DDE Tn7 FP inh,SIAE primary,LEDGF integ inh,TDP2 inh,HTRA1 inh,TCR CD3 inh,PRMT1 FP inh,PG9 Ab binder,mABHD4 FP,UHRF1 binding
CN(C)c1ccc(/C=[N+](\[O-])C2N(c3ccccc3)C(=S)SC2(C)C)cc1 (centres undefined),-1,26*,2,7,0,-1,-2,-1.6,-3,0
C[C@@]12CCC3[C@@](CC[C@@H]4[C@](C)(C(=O)O)CCC[C@@]34C)(C[C@H]1O)C2 (some centres undefined),0,-2,-3,-10,1,0,2,-0.3,-2,0
COc1ccccc1C(=O)NC1CC2CCCC(C1)N2Cc1ccccc1 (centres undefined),2,-3,-3,7,8,6,4,2.5,7,2
CSc1nc(C)c2c(n1)N(c1ccc(C(F)(F)F)cc1)CC2,-2,3,-1,-6,4,1,-2,-0.8,-7,-5
C[C@]12c3[nH]c4ccccc4c3CCN1C(=O)C(CC(=O)NCCc1ccccn1)C[C@@H]2C(=O)N1CCCCC1 (some centres undefined),9,3,0,1,5,-1,-3,-0.1,-2,-1
CS(=O)(=O)Nc1ccc(C(=O)Nc2ccc3c(c2)OCO3)cc1,4,1,-1,4,-1,4,-2,-0.6,0,2
CCC(C)NC(=O)CSc1nnc(-c2ccncc2)n1-c1ccc(OC)cc1 (centres undefined),5,-6,-1,2,-6,13,-3,-0.6,2,-1
Cc1cccc(C)c1NC(=S)N(c1ccccc1)C(C)C,4,-3,-4,9,0,0,-3,-4.4,8,2
Cc1ccn(CC(=O)NC2CC(C)(C)Cc3c2cnn3-c2ccc(F)cc2)n1 (centres undefined),-5,2,2,-14,-3,-1,-3,-0.1,0,0
COc1ccc(S(=O)(=O)N(C)CC(=O)Nc2ccccc2C(F)(F)F)cc1Cl,4,12,-5,-1,-3,3,-1,-0.2,-3,-2
CCCCn1c(N)c(N(CC)C(=O)c2c(CC)noc2C)c(=O)[nH]c1=O,3,1,3,2,-1,6,-1,-0.2,5,-1
Cc1cc(C)nc(NC(=O)Nc2ccccc2C(F)(F)F)n1,-2,-5,3,-4,-4,6,-1,-0.3,-7,-1
COc1ccc(C(=O)NCCCN2CCCC2=O)cc1S(=O)(=O)N1CCOCC1,4,-1,-1,-3,1,1,2,-0.1,5,-1
CCCNC(=O)COC(=O)CCC(=O)c1cccs1,-6,3,2,-8,3,-1,-2,-1.6,2,13
C[C@@H](NC(=O)c1ncn2c1c(=O)[nH]c1cccnc12)c1ccccc1,-1,-6,-4,-4,6,8,-3,0.1,-2,7

# 3 entries from above, arranged by heavy-atom count, high to low.
SMILES,DDE Tn7 FP inh,SIAE primary,LEDGF integ inh,TDP2 inh,HTRA1 inh,TCR CD3 inh,PRMT1 FP inh,PG9 Ab binder,mABHD4 FP,UHRF1 binding
COc1ccc(C(=O)NCCCN2CCCC2=O)cc1S(=O)(=O)N1CCOCC1,4,-1,-1,-3,1,1,2,-0.1,5,-1
Cc1ccn(CC(=O)NC2CC(C)(C)Cc3c2cnn3-c2ccc(F)cc2)n1 (centres undefined),-5,2,2,-14,-3,-1,-3,-0.1,0,0
CCCNC(=O)COC(=O)CCC(=O)c1cccs1,-6,3,2,-8,3,-1,-2,-1.6,2,13

# Fetched by compound from the list above (2):
SMILES,DDE Tn7 FP inh,SIAE primary,LEDGF integ inh,TDP2 inh,HTRA1 inh,TCR CD3 inh,PRMT1 FP inh,PG9 Ab binder,mABHD4 FP,UHRF1 binding
CSc1nc(C)c2c(n1)N(c1ccc(C(F)(F)F)cc1)CC2,-2,3,-1,-6,4,1,-2,-0.8,-7,-5
COc1ccc(C(=O)NCCCN2CCCC2=O)cc1S(=O)(=O)N1CCOCC1,4,-1,-1,-3,1,1,2,-0.1,5,-1

# (more compounds)
SMILES,DDE Tn7 FP inh,SIAE primary,LEDGF integ inh,TDP2 inh,HTRA1 inh,TCR CD3 inh,PRMT1 FP inh,PG9 Ab binder,mABHD4 FP,UHRF1 binding
Cc1cc(C(=O)C(=O)N(C)C)c(C)n1-c1ccc(Cl)c(Cl)c1,-3,-2,-2,-1,-1,-9,3,-1.4,-3,4
O=C(NCc1cccs1)c1nc2c(nnn2Cc2ccccc2Cl)c(=O)[nH]1,-5,-7,2,-6,-8,8,-2,-2.5,0,-3
C=CCn1c(SCC(=O)Nc2cccc3ccccc23)nc(O)c(CC)c1=O,2,-3,0,4,-2,3,7,-1.4,-6,-3
O=C(CSc1nnc(-c2cccc(F)c2)o1)NC1CCCC1,-1,20*,-4,4,1,-6,4,0.6,1,-4
S=C(NCCCc1ccccc1)Nc1ccccc1,5,13,3,1,-5,2,-2,1.8,-9,-1
CCOC(=O)CCCCCC(=O)Nc1ccc2c(c1)CC(=O)N([C@@H](C)CO)C[C@H](C)[C@@H](CN(C)C(=O)Nc1ccc3c(c1)OCO3)O2,9,1,2,-6,-6,4,1,-0.5,-7,1
COCCN(CC(=O)Nc1ccccc1C)S(=O)(=O)c1ccc(S(=O)(=O)N2CCCC2)cc1,0,-8,-1,-17,3,4,-3,-0.8,-16,3
COc1ccc(NC(=O)Cn2nnc(-c3ccccc3F)n2)cc1,3,-7,0,3,-1,-10,1,0.3,-3,9
CCCCC(=O)Nc1cc(C(=O)NCCc2ccccc2)ccc1Cl,-7,-1,3,-4,4,-3,-3,-1.7,-2,-1
CC1(C)CC(=O)C2=C(C1)OC(=O)C2(NC(=O)c1cccs1)C(F)(F)F (centres undefined),-1,5,-1,13,1,-4,7,1.3,6,-3
O=S(=O)(c1ccc(F)cc1)N1CCN(C(=S)NC2CCCC2)CC1,-4,-5,1,-16,-4,-2,-2,0.0,-7,1
Cc1ccc(S(=O)(=O)N(CC(=O)NCCSc2ccccn2)c2ccccc2F)cc1,-4,-3,-4,-12,-9,0,1,0.8,-2,4
COc1ccc(C(CCN)c2ccc3c(c2)OCO3)cc1 (centres undefined),-4,0,2,-2,-23,10,0,0.1,2,-1
COc1cc2cc(C(=O)Nc3ccc4c(c3)OCCO4)[nH]c2cc1OC,-5,6,-1,-8,2,-2,-4,-1.6,20,-3
Cc1[nH][nH]c(=O)c1N=Nc1ccc(Br)c(Cl)c1,-5,5,3,0,7,11,-3,-4.4,-1,0

# Limited to SIAE primary and DDE Tn7 FP inh, for some of the entries so far:
mol | SIAE primary | DDE Tn7 FP inh
CCCCC(=O)Nc1cc(C(=O)NCCc2ccccc2)ccc1Cl | -1 | -7
COc1cc2cc(C(=O)Nc3ccc4c(c3)OCCO4)[nH]c2cc1OC | 6 | -5

# (further entries)
SMILES,DDE Tn7 FP inh,SIAE primary,LEDGF integ inh,TDP2 inh,HTRA1 inh,TCR CD3 inh,PRMT1 FP inh,PG9 Ab binder,mABHD4 FP,UHRF1 binding
Fc1ccc(-c2cc(C(F)(F)F)n3ncnc3n2)cc1,-5,5,4,5,2,3,-3,-2.9,4,18
Cc1ccc(C(=O)Cn2nc(C(=O)O)c3ccccc3c2=O)cc1C,-2,1,-4,10,2,-1,-1,0.8,-1,-3
COc1cccc(C(=O)NCCSc2ccc(F)cc2)c1,-2,-2,-2,19,-4,1,5,-1.5,2,0
O=C(NC(Cc1ccccc1)C(=O)O)c1ccc(S(=O)(=O)N2CCCCC2)cc1 (centres undefined),-1,5,5,2,0,-5,-2,0.7,-3,1
O=[N+]([O-])c1cc(/C=N/n2cnnc2)ccc1N1CCCC1,-2,2,-4,-9,5,-1,0,-0.9,6,-9
N#CC1(P(=O)(c2ccccc2)c2ccccc2)CC1,-2,-3,0,2,-2,4,2,-1.8,-2,-3
Cc1onc(-c2c(F)cccc2Cl)c1C(=O)Nc1nnc(-c2ccccc2)s1,3,4,-1,6,7,2,-3,9.6*,2,1
Cc1nc(Nc2ccc(F)cc2)nc(Nc2ccc(F)cc2)c1[N+](=O)[O-],11,-11,-1,0,-2,2,-1,-0.1,-8,-2
CCOC(=O)N1CCN(C(=S)NC(=O)C2CCCC2)CC1,-5,-5,-5,4,8,-1,4,-1.0,8,0
O=C(Nc1nccs1)c1ccc(Br)s1,5,-4,1,4,-1,8,-2,-0.7,0,-2
O=C(c1ccc(CSc2ccc(Cl)cc2)o1)N1CCOCC1,-5,1,0,0,.,-5,-2,-1.3,-1,0
Cc1ccc(OCCC(=O)NNC(=O)c2cc(C)oc2C)cc1,-1,3,2,10,0,3,-1,1.0,29,-3
COCc1nnc(NC(=O)c2ccccc2[N+](=O)[O-])s1,6,1,-2,-6,0,8,7,-1.9,9,2
COc1ccc(Cl)cc1C(=O)NNC(=S)NC(=O)/C=C/c1ccco1,8,-14,-2,-3,4,17,-4,-1.1,0,0
CN1CCN(C(=O)c2cccc(NS(=O)(=O)c3ccc(Br)cc3)c2)CC1,13,10,-2,-2,6,7,-1,-0.4,-5,1
Cc1cc(NC(=O)c2cccs2)ccc1NC(=O)Cc1ccccc1,-2,-13,-1,-4,-8,5,0,0.3,-9,-1
Cc1cc(C)n(-c2ccn(Cc3ccc(Cl)cc3Cl)c(=O)n2)n1,0,5,-4,-10,-10,-1,-3,-1.0,0,-1
COCCCN1C(=O)C(=O)/C(=C(/O)c2ccc(OC(C)C)cc2)C1c1ccncc1 (centres undefined),-13,-10,2,16,5,4,0,1.0,-1,-2
CCc1noc(C)c1C(=O)Nc1ccc(C(F)(F)F)cc1,4,-1,-2,0,-6,8,0,-0.7,-6,-2
Cc1cc(C)c2c(n1)nn1c(N3CCN(Cc4ccccc4)CC3)cc(C)nc21,-1,-4,0,2,0,3,0,-1.1,2,1
Cc1cccc(N(CC(=O)N2CCN(c3ccc(F)cc3)CC2)S(C)(=O)=O)c1C,11,2,-1,7,.,9,-2,0.9,-1,0
O=C(NC1CCCC1)C(C1CC1)n1c(C2CC2)nc2ccccc21 (centres undefined),-3,-2,-1,6,.,-7,4,-1.7,13,0

# Source: PubChem BioAssay (The Scripps Research Institute Molecular Screening Center)
